T cell modulator – T cell immune modulation candidate; 2C CD8+ T cell-vesicle binding, flow cytometry; stronger effect = lower value; calls only at 7 µM; actives 0.068% (n = 330,000);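 active = response, share of CD8 T cells binding vesicles, and their 90th percentile fluorescence all below set limits, cut at about 80% in these data, passing the limit was not always enough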
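Assay system: 2C TCR transgenic mouse naive CD8+ T cells, MACS-purified | Read-out: CD8+ gate FL2 mean fluorescence as % of same-row positive control | Signal: High-throughput flow cytometry with anti-B7-1 and anti-CD8 staining | Timing: Binding step 1.5 h, 37 °C, antibody labelling 20 min, ice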
b-catenin transl – modulators of beta-catenin nuclear translocation; actives 0.3% (n = 190,000); HeLa beta-catenin nuclear translocation, immunofluorescence imaging; nuclear translocation activity, % at 5 µM; AID 1665;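 active = nuclear translocation activity above 50% at 5 µM, with a well cell count of 50 or more; inconclusive = wells under 50 cells across six images, flagged as toxic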;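 also: per-cell ratio of nuclear to cytoplasmic median beta-catenin stain intensity; plate controls were DMSO negative control for no effect and GSK-3 inhibitor IX positive control for full effect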
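System: HeLa cells, endogenous beta-catenin; compound dosing: 5 µM primary single dose, 0.1% DMSO, 0.02–20 µM confirmation series; incubation: 24 h compound exposure at 37°C, 5% CO2; signal: beta-catenin immunofluorescence imaging with DAPI; evaluation: % activation, nuclear-to-cytoplasmic median beta-catenin signal ratio per cell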
Dynein cargo inh – blocks dynein driven cargo transport along microtubules. AID 1381. actives 0.47% (n = 220,000). z-score, hits read low. 3617.4 mouse cells, GR-EGFP nuclear translocation imaging; test concentration mostly 20 µM; stimulated with dexamethasone, 1 µM; stronger effect = lower value;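 active = plate z-score of nuclear minus cytoplasmic receptor signal below a set negative limit, without overly bright fluorescence or cell loss, cut at about -3.5 in these data, passing the limit was not always enough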;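 also: z-score of nuclear minus cytoplasmic ring GR-EGFP intensity difference per well; some compounds called inactive have numbers as strong as hits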
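Buffer or medium: tetracycline-free induction medium containing charcoal-stripped FBS / Reagent: dexamethasone agonist, 1.0 µM final, for 30 min / Technique: automated 10x imaging of fixed Hoechst-stained cells / Times: induction 48 h, compound 1 h, agonist 30 min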
Hep lipid drop – hepatic lipid droplet formation modulation. AML12 mouse hepatocytes, oleate lipid droplets, BODIPY imaging. inhibition, % at 6.5 µM. actives 0.4% (n = 240,000). AID 1656;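 active = lipid droplet intensity inhibited by at least 50%, with more than 500 cells counted; inconclusive = wells with under 300 cells, treated as cytotoxic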
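Material – mouse AML12 hepatocyte cell line, fixed after treatment · Compound dosing – one dose, 6.5 µM compound · Times – compound with oleate, overnight · Measured by – Image-based BODIPY and DAPI two-channel analysis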
Insulin prom up – MIN6 insulin promoter up-regulation; MIN6 insulin promoter-GFP reporter, high-content imaging; stronger effect = higher value; z-score at 5 µM; actives 0.3% (n = 190,000);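 active = z-score above 3 at 5 µM with at least 500 cells counted in the well; inconclusive = wells under 500 cells, flagged as cytotoxic or low count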
PMI inhibitors – MPI enzyme activity inhibition – biochemical, fluorescence intensity, coupled assay, primary screen (AID 1209). purified PMI enzyme, coupled fluorescence intensity; higher % means a stronger effect. inhibition, % at 20 µM, or IC50 in µM where a hit was titrated. actives 0.42% (n = 190,000); in the data active = inhibition above about 50%;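 also: plate controls were DMSO vehicle for no effect and wells lacking substrate for full effect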
TNAP activators – stimulation of alkaline phosphatase TNAP activity – biochemical, luminescent, no phosphate acceptor, uHTS, primary screen (AID 1001). purified TNAP, luminescent activation assay, no phosphate acceptor; higher activation fold means a stronger effect. one-dose activation fold at 20 µM; EC50 in µM for titrated hits. actives 0.03% (n = 200,000); in the data active = activation fold from about 3, or a potency from the dose series; inactive = the rest, 99 in 100 with activation fold below about 1.6; also: many of its hits are not listed in these tables
MT stabilizer – stabilizes microtubules in HeLa cells | % tubulin-high responders, % at 10 µM | actives 0.83% (n = 200,000) | HeLa tubulin immunostaining HCS, 24 h; share of cells brighter than vehicle mean+2SD;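 active = plate Z-score above 3 for both tubulin-high and condensed-nucleus cell shares, with cell loss under 80%, at 10 µM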;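 also: anti alpha tubulin signal scored within the nucleus-defined area of each cell; some results filed as inactive read as strong as hits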
Myeloid diff MLP – promotes myeloid progenitor differentiation | ER-HoxA9 myeloid progenitors, lysozyme-GFP differentiation, flow cytometry | calls only at 10 µM | actives 1% (n = 360,000);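 active = normalized GFP-positive differentiation at or above the plate's own cutoff, the solvent-only control mean plus 3 SD; inconclusive = no clear call, values can overlap the other calls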;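 also: cells exposed to compound for four days before flow analysis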
Dynein cargo inh cytoplasmic EGFP – further read-out of Dynein cargo inh, marked with its call; z-score; measured here: cytoplasmic GR-EGFP intensity; stronger effect = higher value
Dynein cargo inh nuclear GR-EGFP – second read-out of Dynein cargo inh, no call of its own (marks repeat the call); z-score; measured here: nuclear GR-EGFP intensity;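 lower value marks the stronger effect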
Dynein cargo inh cell count – recorded beside Dynein cargo inh, whose call it bears; z-score; measured here: cell count per field
Insulin prom up cell count – second read-out of Insulin prom up, no call of its own (marks repeat the call); cell count; measured here: cytotoxicity, nuclei count;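 total cells summed across four imaged fields per well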
Hep lipid drop cells 6.5 µM – second read-out of Hep lipid drop, no call of its own (marks repeat the call); cell count; measured here: cell count, cytotoxicity flag;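 cells counted across two imaged fields per well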
b-catenin transl cell count 5 µM – recorded beside b-catenin transl, whose call it bears; cell count; measured here: cell count, cytotoxicity flag
T cell modulator vesicle-bound % – also measured in T cell modulator; calls as there; double positive events, %; measured here: CD8+ vesicle-bound cell fraction;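 binding gate set so that unloaded-vesicle control wells show 10% double positive cells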
MT stabilizer Hoechst-high % – second read-out of MT stabilizer, no call of its own (marks repeat the call); % Hoechst-high responders; measured here: nuclear condensation Hoechst responders;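 share of cells brighter than vehicle mean plus two SD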
MT stabilizer cytotoxicity % – second read-out of MT stabilizer, no call of its own (marks repeat the call); toxicity, %; measured here: cytotoxicity by cell density;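 0% = mean cell density of plate MIN control wells and 100% = no cells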
Myeloid diff MLP GFP+ MAC1+ % – recorded beside Myeloid diff MLP, whose call it bears; GFP+ MAC1+ double positive, %; measured here: differentiation confirmed by MAC1 staining
Numbers without * were called inactive; i = inactive; u = inconclusive; x = no result given; + = active, no number. Rows are unselected; overall some 3% were active at least once.

Compound	T cell modulator	T cell modulator vesicle-bound %	b-catenin transl	b-catenin transl cell count 5 µM	Dynein cargo inh	Dynein cargo inh cytoplasmic EGFP	Dynein cargo inh nuclear GR-EGFP	Dynein cargo inh cell count	Hep lipid drop	Hep lipid drop cells 6.5 µM	Insulin prom up	Insulin prom up cell count	PMI inhibitors	TNAP activators	MT stabilizer	MT stabilizer Hoechst-high %	MT stabilizer cytotoxicity %	Myeloid diff MLP	Myeloid diff MLP GFP+ MAC1+ %
NC(=O)c1ccsc1NC(=O)c1ccc2c(c1)CCCC2	i	36.2	-1.2	585	-0.455	-0.257	0.557	0.291	19.0	754	-0.38	1335	-2.4%	1.1	3.4	2.5	14.5	i	2.4
CCn1c(C)c(P(c2ccccc2)c2ccccc2)[n+]2ccccc12	i	17.7	1.3	1025	0.344	-0.217	0.0674	0.57	-18.5	666	u	x	-7.6%	1.2	2.6	2.2	4.5	i	0.1
Cc1cc(NC(=O)CSc2nnc(NC(=O)C3CC(=O)N(c4ccccc4C)C3)s2)no1 (stereo not drawn)	i	48.1	1.4	965	-0.411	-0.0544	0.424	0.0889	1.9	627	-0.19	1384	-9.2%	1	3.3	2.5	7.3	i	2.1
COc1ccc(-n2ncc3c(N4CCN(Cc5ccccc5)CC4)ncnc32)cc1	i	16.4	-5.8	1010	1.58	-0.141	1.76	-2.2	-2.5	617	-1.42	1528	11.9%	1	3.2	1.9	21.4	i	0.2
COCCn1c(SCC(=O)Nc2ccccc2OC)nc2ccccc21	i	51.8	-2.7	1071	1.06	1.76	0.707	-2.12	-10.8	726	-0.65	1462	2.4%	1.2	5.2	1.8	12.1	i	1.2
O=C(OCC(=O)N1CCN(C(=O)c2ccco2)CC1)c1cc(S(=O)(=O)Nc2ccc(Cl)cc2)ccc1O	i	49.5	0.4	1069	0.916	0.286	-0.0485	-0.92	0.3	645	0.9	1268	5.9%	1	1.6	1.8	4.6	i	0.3
CC(C)OC(=O)CSc1nnc(Cc2ccccc2)n1Cc1ccco1	i	10.7	-0.3	1009	-0.941	-0.193	-0.608	0.195	-4.7	674	0.43	1083	-9.4%	1	2.3	0.3	21.7	i	0.2
CCOc1ccc(N(Cc2cc3cc(OC)ccc3[nH]c2=O)S(C)(=O)=O)cc1	i	41.9	1.3	1321	-1.1	-0.333	-0.21	-0.147	x	x	0.51	1726	4.7%	1.1	5.4	3.2	4.5	i	1.9
CNC(=O)CSc1nc(SC)ns1	i	36.7	0.0	1048	-0.218	-0.206	-0.139	-0.106	0.0	693	0.58	1325	-8.6%	1.1	2.8	1.4	4.7	i	0.4
CCOC(=O)C1(Cc2ccccc2)CCCN(C2CCCC2)C1 (stereo not drawn)	i	36.6	-1.0	1080	-0.595	-0.248	-0.514	1.4	-20.4	657	-0.2	1655	-1.3%	1.1	2.4	1.6	8.8	i	0.4
COC(=O)c1ccccc1NC(=O)CSc1nnc(-c2cccnc2)n1C	i	11.0	-3.5	1237	-0.295	0.115	-0.0393	1.19	-1.1	757	0.38	1144	-0.8%	1.1	2.0	1.8	3.6	i	1.3
O=c1c2c(nc3cc(-c4ccccc4)[nH]n13)CCC2	i	52.9	-2.5	1444	0.0207	-0.0294	0.322	0.591	x	x	0.6	1530	11.4%	1	9.0	4.2	7.3	i	0.6
CCOC(=O)CN1Cc2cccc(C(=O)O)c2C1=O	i	17.0	x	x	0.356	-0.253	0.292	0.377	x	x	-0.12	978	16.2%	1.1	3.4	3.0	9.6	i	2.7
CCN(CC)CCCNC(=S)Nc1ccc(Br)cc1	i	35.2	-0.8	1579	-0.358	-0.298	-0.123	0.679	11.2	711	0.93	1534	x	0.9	5.5	3.3	5.6	i	0.5
CCOC(=O)c1c(C)n(C)c2ccc(OC)c(NC(=O)CN3CCN(C(=O)c4ccco4)CC3)c12	i	37.9	x	x	-0.996	-0.248	-0.154	0.591	x	x	x	x	2.1%	1.1	4.9	2.1	2.8	i	2.2
O=C(Nc1nnc(SCC(=O)N2CCOCC2)s1)c1ccccc1	i	36.4	-4.4	616	-0.652	-0.299	-0.806	0.946	3.1	674	-0.36	1382	-11.1%	1.1	2.2	4.0	9.7	i	0.2
CC1Cn2c(CCc3ccccc3)nnc2S1 (stereo not drawn)	i	20.9	x	x	-0.506	-0.29	0.186	0.359	-9.9	751	0.43	1231	5.1%	1.1	1.5	0.1	28.4	i	6.9
COc1ccc(S(=O)(=O)N2CCOCC2)cc1NC(=O)CSc1nnc(C2CC2)n1N	i	45.1	-1.7	1097	-0.617	-0.336	0.0473	1.44	-2.2	718	-0.15	1291	-4.7%	1.1	3.1	1.3	20.5	i	0.2
O=C1OC(N2CCN(C(=O)c3ccco3)CC2)c2ccccc21 (stereo not drawn)	i	30.2	-2.7	1228	-0.721	-0.308	-0.157	0.0475	-2.8	726	0.14	1254	-1.2%	1.1	4.0	2.8	6.0	i	1.8
CCN(CC)S(=O)(=O)c1cccc(C(=O)N[C@H](C(=O)NCc2ccccc2F)C(C)C)c1	i	34.8	-1.8	1202	0.051	-0.11	0.375	-0.215	-10.2	768	-0.69	851	7.4%	1.1	2.7	2.0	5.7	i	0.7
CN(C)c1ccc(C(=S)Nc2ccccc2)cc1	i	49.0	0.0	562	-1.19	-0.229	-0.866	1.36	-3.0	595	-0.12	1224	-3.6%	1	5.2	1.9	0.8	i	0.5
O=C(NCCNC(=O)c1ccco1)c1cccc(F)c1	i	25.1	-1.1	1150	-1.22	-0.0129	0.178	0.27	x	x	0.1	1274	1.1%	1.1	3.9	2.3	6.3	i	0.0
CN(CCn1ccnc1)C(=O)CC1C(=O)NCCN1Cc1ccccc1C(F)(F)F (stereo not drawn)	i	39.7	-0.9	1050	1.96	-0.0139	0.58	-1.54	-18.0	697	0.61	1611	0.1%	1.1	1.2	1.4	5.3	i	0.2
CCOC(=O)c1[nH]c(C)c(C(=O)Nc2cccc(Cl)c2C)c1C	i	39.3	4.9	1323	-0.213	-0.097	0.159	-0.0215	x	x	-0.33	1413	1.7%	1	23.0	11.2	70.9	+	4.0*
Cc1ccc(S(=O)(=O)NNC(=O)c2c(O)c3ccccc3[nH]c2=O)cc1	i	18.9	-0.2	1064	-0.748	-0.198	-0.734	1.08	12.5	744	-0.03	1385	x	x	x	x	x	i	0.0
C1=C(CCNc2nnnn2-c2ccccc2)CCCC1	i	7.6	-4.3	961	0.692	-0.241	0.156	-0.372	x	x	-0.59	1294	7.7%	1.2	4.0	2.4	16.8	i	1.2
O=C(CCNc1ccc(Br)cc1)c1cccc([N+](=O)[O-])c1	i	37.1	-4.0	1043	-0.426	-0.298	-0.196	0.414	0.1	669	-0.25	1480	36.0%	1.1	7.1	2.1	7.0	i	0.6
COC(=O)COc1ccc2c(-c3cccc([N+](=O)[O-])c3)cc(=O)oc2c1	i	22.3	0.5	1036	0.607	-0.212	0.668	-0.874	-7.1	688	x	x	-3.7%	1	2.9	2.1	10.7	i	1.3
CCOC(=O)C1CCCN(CCC(=O)Nc2ccc3c(c2)CCC3)C1 (stereo not drawn)	i	10.2	-3.0	1183	-0.711	-0.226	-0.0592	0.279	1.6	808	-0.14	1074	15.0%	1.1	2.0	2.6	9.8	i	6.2
Cc1ccc2c(N)c(C)ccc2c1	i	45.8	-7.4	1044	1.44	-0.131	0.694	-0.711	x	x	0.07	1348	18.5%	1	6.0	3.2	0.4	i	0.8
CCOc1ccc(N(CC(=O)Nc2cccc(N(C)S(C)(=O)=O)c2)S(=O)(=O)c2ccccc2)cc1	i	4.0	x	x	-0.285	-0.264	-0.184	-0.569	-17.6	660	-0.46	1288	4.5%	1.2	4.1	3.0	3.0	i	0.2
O=C(CSc1ncccc1-c1nc2ccccc2[nH]1)N1CCCCC1	i	29.1	-2.5	1150	3.02	-0.0828	1.06	-1.54	x	x	0.36	1253	-4.0%	1.1	2.9	1.6	3.1	i	5.8
COc1cccc(OC)c1C(=O)NN1CCCCC1	i	41.7	-1.8	1082	-0.559	-0.219	-0.391	0.302	19.4	659	-0.11	1955	15.4%	1.1	2.9	2.1	6.5	i	9.4
Cc1ccc(/C=N/NC(=O)CNC(=O)c2ccc(S(=O)(=O)N3CCCC3)cc2)o1	i	62.7	-1.2	865	0.308	-0.383	-0.397	0.297	-4.1	631	0.98	1592	0.4%	1.1	2.2	3.6	6.0	i	0.5
CCOc1ccc(C(C)NC(=S)NC2CCCCC2)cc1 (stereo not drawn)	i	44.5	-5.9	1321	-0.16	-0.228	-0.0749	0.0176	-22.4	684	-0.29	1588	7.1%	1.1	3.5	1.9	8.4	i	1.7

Screening data: PubChem BioAssay, several laboratories
